Source: PubChem (several laboratories)
HCV NS3 hel inh: inhibitors of HCV NS3 helicase, primary screen, biochemical, Cy5 molecular beacon fluorescence. Hepatitis C virus NS3 helicase. NS3 helicase DNA unwinding. inhibition, % at 10.9 µM. hit rate 0.56% among 290,000. AID 1800, 2009;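 active = inhibition above the mean of all tested compounds plus 3 SD, set per campaign, cut at about 35% in these data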;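 note: 0% = DMSO wells and 100% = thioflavine S control wells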
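System: HCV NS3 helicase fragment; control set: DMSO and thioflavine S; technique: Cy5 fluorescence at 0 and 60 min, beacon hairpin quenching; reagent: beacon DNA duplex substrate plus ATP; replicates: singlicate; schedule: 1 h reaction at 25 °C, ATP-initiated; medium: MOPS buffer pH 6.5 with MgCl2, DTT, Tween20, BSA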
PfM18AAP inh: PfM18AAP inhibitors, malaria aminopeptidase, primary screen, biochemical, QFRET, recombinant enzyme; inhibition, % at 7.35 µM; H-Glu-NHMec fluorogenic cleavage; M18 aspartyl aminopeptidase (Plasmodium falciparum 3D7); AID 1822, 2009; hit rate 1.2% among 290,000;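 active = inhibition above the campaign mean inhibition over all tested compounds plus 3 SD, cut at about 28% in these data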;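 note: 0% = plate median of test compound wells and 100% = 2 mM ZnCl2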
SUMO HTRF inh: inhibitors of in vitro SUMOylation cascade, primary screen, biochemical, HTRF, uHTS. SUMO-conjugating enzyme UBC9 (Homo sapiens), P63279. HTRF SUMOylation assay, SAE1/SAE2 + UBC9. inhibition, % at 35 µM. hit rate 0.36% among 290,000. AID 2006, 2009; in the data active = inhibition above about 50%, passing the limit was not always enough; note: strong numbers were not always called active
VIM-2 inhibitor: VIM-2 metallo-beta-lactamase inhibitors, primary screen, biochemical, epi-absorbance readout, Pseudomonas aeruginosa enzyme; inhibition, % at 5.6 µM; hit rate 0.89% among 290,000; AID 1527, 2009; purified VIM-2, nitrocefin hydrolysis, epi-absorbance fluorescence;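 active = inhibition above the mean of all tested compounds plus 3 SD, cutoff set per screening run, cut at about 7.5% in these data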;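 note: red hydrolysis product quenches plate fluorescence so inhibitors raise well fluorescence; 0% = enzyme with DMSO and 100% = DMSO without enzyme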
pCIP destab: p/CIP-EGFP fusion destabilizers, primary screen, fluorescence, F442A cells; 16 h; decrease of EGFP signal, % at 10 µM; hit rate 0.01% among 290,000; AID 1984, 2009;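 active = EGFP signal decrease of at least 30% at 10 µM or well 3 SD below plate mean, unless failing retest; inactive = the rest, including hits failing retest or dose response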; note: some compounds called inactive have numbers as strong as hits; many of its hits are not listed in these tables
IDE inh: human IDE inhibitors in live cells, primary screen, fluorescence polarization, HEK cells, FAbetaB substrate; Insulin-degrading enzyme (Homo sapiens), P14735; FAbetaB cleavage; inhibition, % at 5.59 µM; hit rate 0.41% among 320,000; AID 434962, 2010;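 active = percent inhibition above the average of all tested compounds plus 3 SD, set per screening campaign, cut at about 16% in these data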;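 note: IDE supplied by intact live HEK cells; FP after avidin binding of uncleaved biotin substrate so inhibition keeps polarization high; 0% = DMSO wells and 100% = 60 µM reference IDE inhibitor Ii1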
Target sequence (P14735 whole entry, looked up): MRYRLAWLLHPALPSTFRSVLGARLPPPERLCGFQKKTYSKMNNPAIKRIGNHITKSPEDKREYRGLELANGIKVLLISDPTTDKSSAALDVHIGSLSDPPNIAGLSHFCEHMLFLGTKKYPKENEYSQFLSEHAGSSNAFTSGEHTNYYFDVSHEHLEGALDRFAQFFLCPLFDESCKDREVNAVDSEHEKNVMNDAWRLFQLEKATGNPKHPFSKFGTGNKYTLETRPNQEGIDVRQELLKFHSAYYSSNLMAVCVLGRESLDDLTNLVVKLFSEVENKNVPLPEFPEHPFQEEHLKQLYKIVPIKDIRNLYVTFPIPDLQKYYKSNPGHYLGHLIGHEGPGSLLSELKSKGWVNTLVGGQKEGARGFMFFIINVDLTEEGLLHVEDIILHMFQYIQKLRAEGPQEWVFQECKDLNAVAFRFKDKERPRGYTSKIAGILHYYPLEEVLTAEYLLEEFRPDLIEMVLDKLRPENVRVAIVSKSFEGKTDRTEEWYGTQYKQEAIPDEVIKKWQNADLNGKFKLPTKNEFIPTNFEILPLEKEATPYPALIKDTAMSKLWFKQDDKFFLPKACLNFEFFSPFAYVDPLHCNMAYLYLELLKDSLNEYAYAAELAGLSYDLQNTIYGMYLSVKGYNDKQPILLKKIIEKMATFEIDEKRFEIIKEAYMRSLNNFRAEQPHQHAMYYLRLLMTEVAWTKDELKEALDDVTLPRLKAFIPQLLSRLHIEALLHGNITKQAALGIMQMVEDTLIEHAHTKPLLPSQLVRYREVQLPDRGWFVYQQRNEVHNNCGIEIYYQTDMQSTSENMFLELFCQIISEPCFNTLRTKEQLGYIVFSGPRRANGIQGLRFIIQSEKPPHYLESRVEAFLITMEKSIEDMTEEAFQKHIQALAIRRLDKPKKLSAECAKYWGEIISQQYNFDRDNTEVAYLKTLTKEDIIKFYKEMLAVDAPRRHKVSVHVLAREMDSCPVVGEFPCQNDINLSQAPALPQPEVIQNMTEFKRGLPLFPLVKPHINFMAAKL
IDE cell activ: human IDE activators in live cells, primary screen, fluorescence polarization, HEK cells, FAbeta-B substrate | activation, % at 5.96 µM | FAbeta-B cleavage; 0% vehicle, 100% cell-free pure enzyme wells | Insulin-degrading enzyme (Homo sapiens), P14735 | AID 493087, 2011 | hit rate 0.073% among 340,000;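 active = activation above the mean of all tested compounds plus 3 SD, set per screening campaign, cut at about 17% in these data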
IMP-1 inhibitor: IMP-1 metallo-beta-lactamase inhibitors, primary screen, biochemical, epi-absorbance readout, Pseudomonas aeruginosa enzyme; metallo-beta-lactamase IMP-1 (Pseudomonas aeruginosa); purified IMP-1, nitrocefin hydrolysis, epi-absorbance fluorescence; inhibition, % at 5.6 µM; hit rate 0.45% among 290,000;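 active = inhibition above the mean plus 3 SD of all compounds in the same screening run, cut at about 4.5% in these data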;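 note: 0% = IMP-1 with DMSO and 100% = DMSO wells lacking enzyme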
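Material – recombinant IMP-1 enzyme, purified · Amount – IMP-1 0.2 nM before substrate addition · Medium – HEPES buffer pH 7.1 with ZnSO4 and Brij 35 · Timing – 25 °C, 15 min preincubation, 25 min reaction · Measured by – plate fluorescence quenching by hydrolysis product, ex 480/em 530 nm · Read-out – percent enzyme inhibition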
FID counter: compounds displacing fluorescent DNA intercalator, primary screen, artefact control for HCV NS3 helicase inhibitor project, biochemical, FID fluorescence. DNA fluorescent intercalator displacement. inhibition, % at 7.9 µM. hit rate 0.17% among 290,000. AID 1845, 2009; in the data active = inhibition above about 37%;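 note: 0% = vehicle and 100% = reference compound; higher means more ethidium bromide displaced from hairpin DNA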
* hit, by the source's call; . = no result given.

SMILES	HCV NS3 hel inh	PfM18AAP inh	SUMO HTRF inh	VIM-2 inhibitor	pCIP destab	IDE inh	IDE cell activ	IMP-1 inhibitor	FID counter
CCc1ccc(CNn2cnnc2SCC(=O)NC(C)(C)C)cc1	-13	-10	3	0.6	8	2	3	-0.3	-24
CCN(CC)c1cc(C(F)(F)F)nc(-c2ccccn2)n1	1	-2	7	-4.5	-10	4	3	-3.0	-6
NC(=O)CC(NC(=O)Cc1ccc(Br)cc1)c1ccc(NCc2ccccn2)c([N+](=O)[O-])c1 (stereo unspecified)	.	.	0	.	8	10	2	.	.
CCOC(=O)c1sc2nc(-c3ccco3)c3c(c2c1N)CC(C)(C)OC3	.	.	-4	.	4	4	-1	.	.
NC(=O)c1c(-c2ccc(Cl)cc2Cl)csc1NC(=O)Cc1ccccc1	0	1	6	-2.6	-9	5	1	-2.3	-9
CCCCC(CC)C(=O)N1CCN(C(=O)c2ccco2)CC1 (stereo unspecified)	6	4	0	-3.5	25	7	3	-1.4	-20
COc1ccccc1CNn1c(-c2cccc(C)c2)nc2ccccc2c1=O	2	-4	14	-4.0	-24	7	2	-4.4	-36
CCOC(=O)C(C)Sc1ncc(OC)c(=O)[nH]1 (stereo unspecified)	1	3	4	-1.8	2	-1	-1	-3.1	0
COc1ccc(CNC(=O)[C@H](C)NC(=O)C2CCN(S(=O)(=O)c3ccc(F)cc3)CC2)cc1	2	3	-5	-2.5	12	6	4	-5.0	-34
O=C(Nc1cccc(F)c1)Nc1ccc2c(c1)CCC2	-14	-4	2	0.5	-12	2	-3	-2.5	0
CC[C@H](C)/C=C(C)/C=C/C(=O)Cc1cc(O)c(C)c(O)c1C=O	.	.	-6	.	-8	4	2	.	.
CC(=O)Nc1ccc(NC(=O)CSc2ccc(-c3cccnc3)nn2)cc1	2	-3	4	-1.1	-28	-2	3	-1.0	-11
COc1ccc(-c2c(C#Cc3ccccc3)c3ccccc3n2C)cc1	2	7	6	2.2	-4	-2	-3	-2.6	-10
O=C(CSc1nncs1)Nc1cc(-c2ccccc2)nn1-c1ccccc1	1	-3	14	-2.7	2	-2	-1	-2.2	-12
CS(=O)(=O)Nc1ccc(C2=NN(C(=O)C3CCCCC3)C(c3cccs3)C2)cc1 (stereo unspecified)	-20	2	15	-4.2	-7	-3	5	-0.5	-1
CC(C)Cc1nc2sc3c(=O)n(N)cnc3c2c2c1COC(C)(C)C2	-4	-1	12	0.8	-15	2	0	-5.2	-2
CN(C)C1NC(=O)c2cc(-c3ccccc3)sc2N1 (stereo unspecified)	-3	13	17	1.7	-4	0	3	-0.8	-8
CSCC[C@H](NC(=O)[C@H]1CC[C@H](CNC(=O)[C@@H](N)Cc2ccccc2)CC1)C(=O)O	-9	4	15	-1.4	-19	-2	0	-3.4	-3
O=C(Nc1ccc(Cl)c(S(=O)(=O)N2CCOCC2)c1)c1ccccn1	-14	0	27	-0.6	-15	10	4	-1.1	-4
O=C(NCc1ccccc1F)C1CCCN1S(=O)(=O)c1ccc(F)cc1 (stereo unspecified)	-1	-5	7	0.0	7	2	7	-0.6	-9
O=C(/C(=C\c1ccccc1)c1nc2ccccc2[nH]1)c1ccc(Cl)cc1	-3	-6	-17	-3.1	1	-4	4	-2.5	2
COC(=O)c1ccc(NC(C)=O)o1	8	4	11	-2.3	-2	-4	2	-3.8	-1
COc1ccc(O)c(C(=O)CC(=O)c2ccc(F)cc2)c1	-1	-2	-6	-2.5	-2	6	4	-2.9	-8
Oc1ccccc1N=Cc1sc2ccccc2c1Cl	8	20	8	-0.8	9	4	1	-4.1	3
O=C(Oc1ccc(N(Cc2cccs2)C2=NS(=O)(=O)c3ccccc32)cc1)c1ccccc1F	-2	-6	-8	-8.2	11	6	3	-3.5	-1

More records follow:
SMILES	HCV NS3 hel inh	PfM18AAP inh	SUMO HTRF inh	VIM-2 inhibitor	pCIP destab	IDE inh	IDE cell activ	IMP-1 inhibitor	FID counter
C[C@H](NC(=O)C1CC(=O)N(c2ccc3c(c2)OCO3)C1)C(=O)NC1CCCCC1 (stereo partly specified)	6	1	3	-0.4	11	-2	2	-1.8	-16
Cn1c(NCCCO)nc2ccccc21	4	8	17	-4.0	-13	-7	3	-5.3	1
c1ccc(N2CCN(c3ncnc4sc5c(c34)CCC5)CC2)cc1	2	0	0	-0.4	-4	0	-1	-3.5	0
CC(=O)c1ccc(N2CCN(C(=O)/C=C/c3ccc(S(=O)(=O)N4CCOCC4)cc3)CC2)cc1	2	-2	20	-1.0	-14	4	0	-0.7	-4
N#CCc1ccc(NC(=O)c2ccc(CN3CCc4ccccc4C3)cc2)cc1	-14	12	12	-1.9	-8	4	-8	-3.4	2
Cc1cc(C)n(CC(O)COCc2ccccc2)n1 (stereo unspecified)	-2	-16	-8	3.4	4	-5	-1	-0.1	-2
Cc1csc(SCCn2c(N3CCN(c4ccccc4)CC3)nc3c2c(=O)[nH]c(=O)n3C)n1	0	-10	4	-3.9	-22	-2	0	-3.8	-6
O=C(CSCc1ccccc1Br)Nc1ccccc1	3	2	-1	0.0	-2	4	1	-1.8	-10
O=C(N/C(=C/c1ccco1)C(=O)N1CCOCC1)c1cccs1	15	14	4	1.8	-11	2	8	2.8	-10
CCc1nc(Sc2nnnn2-c2ccccc2)c2c3c(sc2n1)CCCC3	3	-4	-17	1.6	-7	-1	2	-0.4	0
Cc1nnc(NC(=O)C2CCN(S(=O)(=O)c3ccc(Cl)cc3)CC2)s1	5	-7	13	-1.0	-3	-6	6	-2.6	-5
CC(C)(C)NC(=O)COc1ccc(CNCc2cccs2)cc1	-7	0	-4	1.6	-2	1	4	-1.8	2
O=C(c1ccc(Cl)s1)N1CCOCC1	1	14	-9	2.8	-5	2	6	-3.6	-1
CCOC(=O)c1ccc(NC(=O)C(CC)(CC)C(=O)OCC)cc1	-6	1	5	-1.6	-1	11	1	-0.9	-21
Cc1cc(C(F)(F)F)nn1CC(=O)N(C)c1ccccc1	6	5	-12	-3.3	9	4	-1	-3.8	-10
COc1cc(/C=N/NC(=O)c2cccnc2)ccc1OCC(=O)Nc1ccc(C)cc1	-2	1	48	-0.7	-12	5	0	-4.4	-12
COc1cccc(C2=NN(S(C)(=O)=O)C(c3cccs3)C2)c1 (stereo unspecified)	26	-8	10	-1.7	2	4	4	-2.7	-13
CC(C)c1ccc(O)c(NC(=S)NC(=O)CCc2ccccc2)c1	-6	2	7	-4.6	-3	7	5	-3.9	-14
Cc1nc(N2CCCC2)c2nnn(Cc3ccccc3Cl)c2n1	3	6	5	-1.8	-11	6	-2	-3.0	-9
COC(=O)c1cn(C(=O)c2ccc(Br)o2)c2ccccc12	-2	2	24	-3.6	3	8	4	-4.8	2
CCOc1cc(C(=O)NCCOC)cc(OCC)c1OCC	2	3	-4	-4.6	-4	-5	5	-3.0	-11
Cn1cnc([N+](=O)[O-])c1Sc1ccccc1	4	-2	11	1.4	-11	3	-2	-4.0	0
Cc1cc(C(=O)Nc2ccc3ccccc3c2)c(C)o1	-2	7	11	1.6	-8	-5	-1	-2.9	-9
O=C(CCc1nnc(CCCCc2ccccc2)o1)NCc1cccc(F)c1	-5	3	-4	-2.0	-3	1	4	-2.8	-26
CC(C)(C)c1cnnn1-c1ccc([N+](=O)[O-])cc1	13	-13	9	1.4	-6	3	-1	0.7	-3

Some of the entries so far, with each value named.
Cn1c(NCCCO)nc2ccccc21
  HCV NS3 hel inh: 4
  PfM18AAP inh: 8
  SUMO HTRF inh: 17
  VIM-2 inhibitor: -4.0
  pCIP destab: -13
  IDE inh: -7
  IDE cell activ: 3
  IMP-1 inhibitor: -5.3
  FID counter: 1

Cc1cc(C(=O)Nc2ccc3ccccc3c2)c(C)o1
  HCV NS3 hel inh: -2
  PfM18AAP inh: 7
  SUMO HTRF inh: 11
  VIM-2 inhibitor: 1.6
  pCIP destab: -8
  IDE inh: -5
  IDE cell activ: -1
  IMP-1 inhibitor: -2.9
  FID counter: -9

Other results:
SMILES	HCV NS3 hel inh	PfM18AAP inh	SUMO HTRF inh	VIM-2 inhibitor	pCIP destab	IDE inh	IDE cell activ	IMP-1 inhibitor	FID counter
CC(NC(=O)c1ccc(-c2cc(C(F)(F)F)ccc2Cl)o1)c1ccccc1 (stereo unspecified)	-8	1	8	-2.2	-18	6	4	-3.3	-3
CC(CCc1ccc(O)cc1)NC(c1ccccc1)c1ccc(Cl)cc1 (stereo unspecified)	-34	-2	-4	-0.3	4	2	7	2.3	12
O=C(NCCc1cccnc1)C1CCC(=O)N(CCc2cccc(F)c2)C1 (stereo unspecified)	8	-3	2	-3.6	-3	.	-1	-3.5	-10
Cc1cccc(C(=O)NCCc2n[nH]c(=S)n2C)c1	9	15	-6	-1.5	-14	-1	4	-3.2	-12
N#C/C(=C\c1ccccc1)C(=O)N1CCC(C(N)=O)CC1	0	-2	1	-0.1	-1	0	1	-0.8	-3
CC(=O)NCCCc1nc2ccccc2n1Cc1c(F)cccc1Cl	8	-4	10	2.9	4	3	-5	-0.9	-24
Cc1ccc(C(=O)Oc2ccc(/C=C3\C(=N)N4N=C(N5CCOCC5)SC4=NC3=O)cc2)cc1	6	5	2	-5.8	-8	4	4	-5.1	-31
COc1ccc(C(=O)C2CCCN(S(=O)(=O)c3ccccc3F)C2)c(C)c1 (stereo unspecified)	-8	-2	-1	-0.3	0	-2	-1	0.0	-34
COc1ccc(N2C(=NC(=O)CCCc3ccccc3)SC3CS(=O)(=O)CC32)cc1 (stereo unspecified)	-5	-4	18	0.0	-7	0	2	0.1	-33
C=CCC(NCc1ccccc1)c1ccco1 (stereo unspecified)	-3	-2	4	-1.1	-8	3	3	-1.0	-1
NNC(=O)c1cc(O)c(O)c(O)c1	5	65*	31	-2.3	-4	0	-1	-4.0	-6
Cn1c(NC(=O)c2ccc(Cl)s2)cc(=O)n(C)c1=O	4	7	12	-3.2	-13	-2	-4	-2.6	-8
O=S(=O)(NC1CC1)c1ccc(Cl)cc1F	-1	4	5	-1.4	5	0	-3	-3.0	-6
CCCCC(CC)Cn1c(N)c(C#N)c2nc3ccccc3nc21 (stereo unspecified)	-7	1	29	-3.7	-22	-6	0	-5.8	0
CCOC(=O)N1CCC(Nc2ncnc3c2cnn3-c2ccc(C)cc2C)CC1	-4	-6	-2	-0.4	-16	1	0	-1.9	-33
CC1CCC/C(=C(\C#N)c2nc(-c3cc4ccccc4oc3=O)cs2)C1 (stereo unspecified)	16	2	26	-2.8	-8	4	5	-3.8	-3
CCN(CC)S(=O)(=O)c1ccc2oc(C(=O)NC3CC3)c(C)c2c1	1	1	-2	-0.8	-10	3	3	-1.9	-22
